ALOX12 inh: Primary qHTS assay for inhibitors of human arachidonate 12S-lipoxygenase (ALOX12): Round 2; purified 12hLO, xylenol orange hydroperoxide absorbance; Potency, µM (titrated, usually from 108 µM), for the others: at the highest dose activity change, negative = inhibition, most hits filed as inhibitors; 580,000 tested, 1.1% active; active means well fitted inhibition curve with a large enough effect; inconclusive means small, poorly fitted or top-dose-only effect, or another doubt; inactive means no such curve, though single readings can be large or run the other way
Target sequence (P18054 whole entry, looked up): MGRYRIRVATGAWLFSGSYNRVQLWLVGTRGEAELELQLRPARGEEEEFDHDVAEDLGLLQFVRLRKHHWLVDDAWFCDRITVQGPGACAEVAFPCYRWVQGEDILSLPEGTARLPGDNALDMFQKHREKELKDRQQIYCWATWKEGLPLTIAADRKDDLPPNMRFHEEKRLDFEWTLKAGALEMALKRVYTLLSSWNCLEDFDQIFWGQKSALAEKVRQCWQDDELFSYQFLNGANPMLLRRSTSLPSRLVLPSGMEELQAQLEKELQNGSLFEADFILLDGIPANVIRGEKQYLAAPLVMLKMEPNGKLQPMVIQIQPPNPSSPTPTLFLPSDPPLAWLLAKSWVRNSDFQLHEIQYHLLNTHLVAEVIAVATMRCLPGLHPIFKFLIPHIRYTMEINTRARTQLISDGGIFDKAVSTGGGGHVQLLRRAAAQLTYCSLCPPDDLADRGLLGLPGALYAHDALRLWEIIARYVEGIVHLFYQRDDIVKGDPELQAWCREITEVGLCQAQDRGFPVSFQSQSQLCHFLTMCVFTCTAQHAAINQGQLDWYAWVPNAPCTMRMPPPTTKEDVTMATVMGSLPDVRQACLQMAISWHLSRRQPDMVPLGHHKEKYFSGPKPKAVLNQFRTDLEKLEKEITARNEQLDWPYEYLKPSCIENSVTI
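Hydroperoxide product was detected by ferrous iron/xylenol orange as the 573 to 405 nm absorbance ratio. Arachidonic acid at 40 uM (final) was turned over for 30 min at room temperature by 150 nM human 12hLO, pH 7.0 Hepes buffer, after 15 min compound preincubation.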
Starred values were filed as active, the others as inactive; ? = inconclusive; [ ] = remark or other dose. On the % scale 0 is the no-effect control and ±100 the full control effect; potency means the concentration at half of the fitted maximal effect. Only part of the results is shown; the hit share may differ from the screen's.

ALOX12 inh | SMILES
8%[6.33 µM] | O=C(c1cc(C2CC2)nc2onc(C3CCNC3)c12)N1CCCCC1 (stereo unspecified)
66%[activator][176 µM] | CN(C)C(=O)c1nc(-c2cccc(F)c2)c2cnccn12
-35% | C#CCNC(=O)C[C@H]1C[C@@]2(C(=O)OC)C(=C[C@H](C(C)(C)C)O[C@@H]2C)N(Cc2ccccc2)C1=O
6%[176 µM] | C[C@@H]1C(=O)O[C@H]2[C@H]1CC[C@@]1(C)Cc3sc(NCc4ccccc4)nc3[C@@H](C)[C@H]21
? | O=C1[C@@H]2C[C@@H](CN2Cc2ccc(Cl)cc2)Oc2ccccc2N1CC1CC1
14% | COCCN1C(=O)[C@H]2CN(Cc3cc(Br)ccc3F)C[C@H]2C1=O
-18% | COc1ccc(CC(=O)NC2CCN(c3cc(-c4ccc(Cl)cc4)[nH]n3)C2)cc1OC (stereo unspecified)
85%[activator] | Cc1ccn2c(C(=O)N[C@H](c3cnn(C)c3)C3CC(O)C3)nnc2n1 (stereo partly specified)
22% | O=C(c1ccccc1)N1CCC2(CN[S+](=O)([O-])c3ccccc3N2)C1 (stereo unspecified)
19% | COc1ccccc1CC(=O)N1CCC[C@H]1c1nc(-c2ccc(OC)c(OC)c2)no1
-2% | COc1ccc(NC(=O)C2(Cc3ccccc3)CCCCC(=O)N2)cc1F (stereo unspecified)
17% | COc1ccc(C(=O)N2CCC(Oc3ncccc3C(=O)N3CCCCC3)C2)c(OC)c1 (stereo unspecified)
19% | CN(CC1CCOCC1)C(=O)c1ccc(Cl)s1
? | O=C(CCn1c2c(c3ccccc31)CCCC2)N1CCc2nc3cc[nH]n3c(=O)c2C1
33% | O=S(=O)(c1ccccc1)N1CCC(Cc2nncn2-c2ccccc2)C1 (stereo unspecified)
20%[176 µM] | Cc1ccc(NC(=O)N[C@@H]2C=C(C(=O)N[C@H](C)C(N)=O)C[C@@H](O)[C@@H]2O)cc1
16% | O=C1CC(c2ccccc2)N(C(=O)C2CC2)CCCN(C(=O)c2ccco2)CCN1 (stereo unspecified)
-17% | Cc1ccc(OCC(=O)N2CCC(Cc3nc(-c4ccc(F)cc4)no3)CC2)cc1
9%[176 µM] | CN(C)C(=O)c1ccc(-c2ncc3c(n2)OCCN(CC2CC2)C3=O)cc1
-2% | O=C1NCCCCCCN(C(=O)CN2CCCC2=O)[C@H]2C[C@H](c3nc(Cc4ccccc4)no3)C[C@@H]12
-8% | O=C(NCC(F)(F)F)c1ccc2c(c1)C1(CCN(CC3CC3)C1)CN2Cc1ccccc1 (stereo unspecified)
10%[176 µM] | COc1cc(CNC(=O)c2cc(-c3cccc(N(C)C)c3)cc3ncn(C)c23)ccn1
41%[activator] | OC[C@@H]1CN(CC2CC2)C[C@H]1c1nc(-c2cccnc2)no1
18%[176 µM] | COc1ccc(-c2cc(-c3ccncc3)c3cncn3c2)cc1OC
? | Cc1ncccc1C(=O)N1CC(Oc2ccc(-c3nc(-c4ccccc4)no3)cc2)C1
0% | O=C(c1ccc2c(c1)OCO2)N1CCC2(CC1)N=C(c1ccc(Cl)cc1)NO2
9% | O=C(/C=C(\Nc1cccc(Cl)c1)c1ccccc1)c1ccccc1
? | COc1cccc(-c2cc3c(Nc4cccc(F)c4)nccc3[nH]2)c1
-29% | COc1ccc(CNCC#Cc2ccc(C)cc2)c(OC)c1
-16% | O=C(c1ccccc1F)N1CCc2nc(C3CC3)nc(-c3ccc(O)cc3)c2CC1
46%[activator][176 µM] | c1ccc2oc([C@H]3CCN(C4CCCCC4)C3)nc2c1
4% | CC(C)CCN1C(=O)CC[C@]2(C(=O)N3CCN(CC(C)C)CC3)CCCC[C@@H]12
12% | CC(C)c1noc(-c2cn(C3CCN(C(=O)c4ccc[nH]4)CC3)nn2)n1
37%[activator] | COc1ccc(NC(=O)N2CCc3nc4cc(-c5ccccc5)[nH]n4c(=O)c3C2)c(C)c1
85%[activator] | CCOc1ccccc1CN1CCNC(=O)C1CC(=O)NCc1ccco1 (stereo unspecified)
-8%[176 µM] | CNC(=O)C1(N2CCC[C@H]2C(=O)NC(C)C)COC1
? | O=C(Nc1ccc(Cl)cc1Cl)c1cn2c(n1)CN(C(=O)c1ccccc1F)CC2
5% | COc1cccc(C(=O)NC2CCN(c3cc(C(F)(F)F)nc(C)n3)CC2)c1
20% | CC(C)NC(=O)N1CCN(C(=O)NC2CCCCC2)[C@@H](C(=O)N[C@H](Cc2c[nH]c3ccccc23)C(N)=O)C1
45%[activator] | Cc1ccccc1S(=O)(=O)N1CCC2(CC1)CC(OCC1CC1)CCO2 (stereo unspecified)
-21%[176 µM] | COc1cccc(CN2Cc3nc(-c4cc(F)cc(F)c4)ccc3OCC2=O)c1
-1%[176 µM] | CN1CCN(Cc2nc(C3(O)CCN(C)CC3)cs2)CC1
31% | Cc1cn2nnc(C(=O)NC3CCCCCCC3)c2c(=O)[nH]1
89%[activator] | COCCCn1c(C(C)NC(=O)OCc2ccccc2)nc2cccnc21 (stereo unspecified)
14% | COc1cc(NC(=O)Cn2ccn3nc(-c4ccc(F)cc4)c(CO)c3c2=O)cc(OC)c1
42%[activator] | O=C(Cn1nc2n(c1=O)CCCCC2)Nc1cccc(F)c1
33%[activator][176 µM] | O=C(NCC(F)F)c1nc2sccn2c1Br
? | O=C(c1ccc(F)cc1)N1C[C@@H]2C[C@H](C1)c1ccc(NS(=O)(=O)c3cccc(F)c3)c(=O)n1C2
6%[176 µM] | O=C(NCc1cccs1)C1CN(c2ccccc2)C(=O)N1 (stereo unspecified)
29% | CC(C)NC(=O)c1ccc(Cn2ccn3nc4c(c3c2=O)CCCC4)cc1
2%[6.33 µM] | COc1ccc(-c2nc(C)nc3c2CN([S+](=O)([O-])c2cccs2)CC3)cc1
14%[176 µM] | Cc1nc(CN2Cc3nc(-c4cn[nH]c4)ccc3OCC2=O)cs1
6%[176 µM] | CC(=O)c1ccc(NC(=O)O[C@@H]2CO[C@H]3[C@@H]2OC[C@@H]3NC(=O)Nc2ccccc2)cc1
0% | CCCCN1CCN(C(=O)CCc2cc3ccc(C)cc3[nH]c2=O)CC1
3% | CCC[C@H]1CN(CCS(C)(=O)=O)C[C@@H]1NC(=O)c1n[nH]nc1C
-5% | COCCOC1CCN(C(=O)CCc2ccccc2)CC1
36%[activator] | COc1cccc(NC(=O)CCC2CCN(S(=O)(=O)c3ccccc3)CC2)c1
35%[activator] | COCc1c(C(=O)N[C@@H]2CN(Cc3ccccc3)C[C@H]2CN(C)C)noc1C
1% | CC1CCCC(C)N1C(=O)c1ccccc1 (stereo unspecified)
7% | O=C(NCc1cccc(Cl)c1)c1cc2c(s1)CCN(C(=O)c1ccccc1)C2

The results go on:
ALOX12 inh | SMILES
-6%[176 µM] | COc1ccc(NC(=O)c2ccc3c(c2)NC(C)(CNc2ccccc2)CO3)cn1 (stereo unspecified)
-15% | CN(Cc1ccccc1)[C@H]1[C@H](O)[C@H](CO)O[C@@H]1CNCc1ccc(F)cc1
80%[activator] | COCCOC1CCN(C(=O)NCCc2ccccc2)CC1
35% | COC(=O)[C@H](C(C)C)N(CCc1cn(Cc2ccccc2)nn1)S(=O)(=O)c1ccccc1Br
-11% | O=C(c1cc(F)ccc1F)N1CCC[C@H]1c1nc(-c2ccccc2)no1
27% | CNC(=O)[C@@H]1C[C@@H](O)CN1C1CCN(C(=O)c2ccc(Cn3nc(C)cc3C)o2)CC1
14% | COc1ccc(CN2CCCC(CNC(=O)NC(C)C)C2)cc1O (stereo unspecified)
? | CC(C)(C)C1=CC(CC(N)=O)(C(C)(C)C)OC1=O (stereo unspecified)
-16% | O=c1c(Br)c(-c2ccccc2Br)[nH]c2ccccc12
29%[57.4 µM] | O=C(O)[C@H](CC(=O)N1C[C@@H]2CCCC[C@H]2C1)Cc1ccccc1
5% | CCc1cccc2c(C(CC(=O)N3CCCC3)c3cccc([N+](=O)[O-])c3)c[nH]c12 (stereo unspecified)
-3% | O=C(NCc1ccccc1)[C@H]1CCCN1

7 entries from above, with bars between the fields.
Compound | ALOX12 inh
O=c1c(Br)c(-c2ccccc2Br)[nH]c2ccccc12 | -16%
O=C(O)[C@H](CC(=O)N1C[C@@H]2CCCC[C@H]2C1)Cc1ccccc1 | 29%[57.4 µM]
O=C(c1cc(F)ccc1F)N1CCC[C@H]1c1nc(-c2ccccc2)no1 | -11%
COC(=O)[C@H](C(C)C)N(CCc1cn(Cc2ccccc2)nn1)S(=O)(=O)c1ccccc1Br | 35%
CNC(=O)[C@@H]1C[C@@H](O)CN1C1CCN(C(=O)c2ccc(Cn3nc(C)cc3C)o2)CC1 | 27%
CCc1cccc2c(C(CC(=O)N3CCCC3)c3cccc([N+](=O)[O-])c3)c[nH]c12 (stereo unspecified) | 5%
O=C(NCc1ccccc1)[C@H]1CCCN1 | -3%

(listing goes on)
ALOX12 inh | SMILES
-8%[176 µM] | CN1C[C@@H](NC(=O)Nc2cccc(C(F)(F)F)c2)C[C@H]1c1nc(-c2cnccn2)no1
11% | CC(C)c1noc(-c2cccn3c(CNC(=O)C4CCC4)nnc23)n1
37%[activator] | COC1CCOC2(CCN(C(=O)COc3ccc(F)cc3)CC2)C1 (stereo unspecified)
30% | COC(=O)[C@@H]1Cc2c([nH]c3ccccc23)[C@@H]2C[C@@H](NCCNC(C)=O)C[C@@H](c3cccc(Cl)c3)N12
26%[176 µM] | CC(C)C(=O)N[C@H]1[C@H](O)[C@H](O)C[C@@H]1c1ccc(C(F)(F)F)nc1
-8% | CC[C@H]1CN(C(=O)Nc2cccc(C(F)(F)F)c2)CC[C@H]1CC(=O)NCc1ccco1
-18% | CS(=O)(=O)N1CCCN(Cc2ccc(F)cc2F)CCNC(=O)CC1c1ccccc1 (stereo unspecified)
57%[activator] | COc1cc(OC)cc(-c2onc(C)c2C(=O)NCCCOC(C)C)c1
-10%[176 µM] | Cc1oc(C(O)c2ccccc2)nc1C(=O)Nc1ccc2c(c1)CC(=O)N2 (stereo unspecified)
25% | CC(C)C(=O)N1CCCC(c2nc(-c3ccccc3)no2)CCNC(=O)CC1 (stereo unspecified)
? | O=C1NC2(CCN(C(=O)c3ccc(Cl)cc3)C2)Oc2ccccc21 (stereo unspecified)
-1% | COc1ccc(C2(C(=O)N3CCN4CCS(=O)(=O)N(C5CC5)C(=O)C4C3)CC2)cc1 (stereo unspecified)
33%[activator] | COc1cc(-c2nc3c([nH]2)CC(c2ccccc2OC)CNC3=O)ccc1O (stereo unspecified)
9% | CS(=O)(=O)N1CCC(OC2CCN(C(=O)NCCc3ccccc3)CC2)CC1
? | COc1ccc(NC(=O)Cn2c(-c3cccc(Cl)c3)nc(C)c(CCO)c2=O)cc1OC
2% | CCCN1C(=O)CCc2cc(NC(=O)Cc3ccccc3OC)ccc21
22%[176 µM] | COc1cccc(N2C(=O)N[C@@H]3CCN(S(=O)(=O)c4ccccc4)[C@@H]3C2=O)c1
102%[activator][176 µM] | CC(C)N1C(=O)CO[C@H]2CN(Cc3ncc[nH]3)C[C@H]21
24% | Cc1ccccc1S(=O)(=O)N1CCN(C(=O)N2CC3CC(C2)[C@H]2CCCC(=O)N2C3)CC1 (stereo partly specified)
51%[activator][176 µM] | CC(=O)NCCNC(=O)C[C@@H]1CCNC[C@@H]1Cc1cc(-c2ccccn2)on1
41%[activator] | CC(=O)N1C[C@@H]2CCCN3CCC[C@@H]([C@H]23)[C@H]1CCCC(=O)NCc1ccc(N2CCN(C)CC2)cc1
13%[176 µM] | CCCC1CCOC(C)S1 (stereo unspecified)
0%[6.33 µM] | CC(=O)N1CCC2(CCN(C(=O)c3ccc(Cl)cc3)CC2)Oc2ccccc21
12% | Cc1cn2nc(C(=O)N3CCN(C(=O)c4ccco4)CC3)cc2c(N2CCCC2)n1

Single entries from the list:
Reading of CC(=O)NCCNC(=O)C[C@@H]1CCNC[C@@H]1Cc1cc(-c2ccccn2)on1 in ALOX12 inh: 51%[activator][176 µM]
Reading of CS(=O)(=O)N1CCC(OC2CCN(C(=O)NCCc3ccccc3)CC2)CC1 in ALOX12 inh: 9%
Reading of COc1cccc(N2C(=O)N[C@@H]3CCN(S(=O)(=O)c4ccccc4)[C@@H]3C2=O)c1 in ALOX12 inh: 22%[176 µM]
Reading of Cc1cn2nc(C(=O)N3CCN(C(=O)c4ccco4)CC3)cc2c(N2CCCC2)n1 in ALOX12 inh: 12%
Reading of COc1cc(-c2nc3c([nH]2)CC(c2ccccc2OC)CNC3=O)ccc1O (stereo unspecified) in ALOX12 inh: 33%[activator]

Going on with the list.
ALOX12 inh | SMILES
13%[176 µM] | O=C1NC2(CCN(Cc3cncs3)C2)OCc2ccccc21 (stereo unspecified)
54%[activator] | COc1ccccc1CN1CC(C(=O)NCc2ccncc2)C2(CCOCC2)C1 (stereo unspecified)
-2% | CCOc1ncccc1C(=O)NC1CC(c2nnc(CN(C)C)n2C)C1 (stereo unspecified)
43%[activator] | CCOC(=O)c1ccc(NC(=O)c2c(OC)cc(=O)n3c2CCCC3)cc1
0%[176 µM] | O=C(NCc1ccccc1)N1CCN2C(=O)N(C3CCOCC3)C[C@H]2C1
78%[activator] | COc1cc(NC(=O)Cn2nc3n(c2=O)CCCC3)cc(OC)c1OC
-2% | COc1cccc(C(=O)NCc2nnc3ccc(-c4ccc(C)cc4)nn23)c1OC
? | CN1CC(=O)N(c2ccccc2)Cc2c(NCCOc3ccccc3)ncnc21
63%[activator] | O=[S+]1([O-])CCCN1C1CCN([S+](=O)([O-])c2cccc(C(F)(F)F)c2)CC1
30% | Cc1noc(C2CCCCCN2C(=O)NCC(C)C)n1 (stereo unspecified)
97%[activator] | Cc1[nH]nc(CN2CCC3(CCN(C4CCCC4)CC3)C(CO)C2)c1Cl (stereo unspecified)
52%[activator] | COCc1noc([C@@H]2CC(F)(F)CN2C(=O)c2ccc(C#N)cc2)n1
-7% | O=C(Nc1ccccc1)Nc1ccc(=O)n2c1[C@@H]1C[C@@H](CN(C(=O)Nc3ccc(F)cc3)C1)C2
-12% | Cn1cccc1C(=O)C(=O)N1CCN(c2cccc(Cl)c2)C(=O)C1

Screening data (PubChem)
